Screening data (PubChem BioAssay)
SUMO Mot1 rescue – blocks SUMOylation pathway, rescuing yeast Mot1-301 growth; S. cerevisiae Mot1-301 growth rescue, ATP luminescence, 38.5C; percent above DMSO median, 100 means doubled; growth rescue, % at 18.8 µM; 320,000 tested, 1% active; AID 2716;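 active = every valid replicate shows activation above 250% relative to neutral control wells; inactive = the rest, any valid replicate at or below 250%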;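 also: OY570 slx delta 5 strain wells were the positive control but not used for scaling; some compounds called inactive have numbers as strong as hits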
E coli growth – reduces bacterial viability in AddAB counter-screen; E. coli V3065 growth, OD600 absorbance, 18 h; inhibition, % at 11.9 µM; 330,000 tested, 0.27% active; AID 449728;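 active = inhibition above the campaign's mean inhibition across all tested compounds plus 3 SD, cut at about 9.9% in these data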;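 also: uninfected addAB+ strain grown without phage in ampicillin broth; 0% = DMSO wells and 100% = ciprofloxacin 0.95 µg/ml wells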
PKA-R2B act – activates the human PKA-R2B holoenzyme complex; AID 504700; 340,000 tested, 0.079% active; activation, % at 11.4 µM; PKA-R2B holoenzyme dissociation, Cy5-IP20 fluorescence polarization; R2B truncated from residue 108, S112A mutant; 0% DMSO only, 100% 113 µM cGMP;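 active = activation above a cutoff set at the mean over all compounds plus 3 SD, cut at about 18% in these data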;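 also: higher means more holoenzyme dissociation and a rise in polarization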
Target sequence (P31323 whole entry, looked up, other chains not shown, the tested form may be a part): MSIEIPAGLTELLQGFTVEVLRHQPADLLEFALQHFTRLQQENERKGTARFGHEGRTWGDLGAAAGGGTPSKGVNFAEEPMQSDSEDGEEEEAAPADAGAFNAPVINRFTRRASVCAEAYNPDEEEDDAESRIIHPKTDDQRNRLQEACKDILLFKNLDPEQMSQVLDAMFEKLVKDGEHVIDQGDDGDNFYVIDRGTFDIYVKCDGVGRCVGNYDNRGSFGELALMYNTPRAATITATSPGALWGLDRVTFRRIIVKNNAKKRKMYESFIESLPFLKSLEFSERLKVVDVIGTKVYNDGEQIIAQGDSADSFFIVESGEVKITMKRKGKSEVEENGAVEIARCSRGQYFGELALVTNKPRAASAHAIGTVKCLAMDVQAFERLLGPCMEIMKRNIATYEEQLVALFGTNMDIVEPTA
PfHsp90 set2 – growth inhibition of yeast expressing Plasmodium Hsp90. S. cerevisiae expressing PfHsp90, BacTiter-Glo ATP, 48 h; yeast lacking PDR1 and PDR3 efflux regulators. inhibition, % at 9.4 µM. 310,000 tested, 0.32% active. AID 504621;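 active = every replicate shows inhibition above about 80%, whatever the replicate mean, limit read from the data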;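 also: 0% = DMSO neutral controls and 100% = 20 µM radicicol positive controls; yeast relying on Plasmodium falciparum Hsp90 in place of its own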
MOR-DOR ag – agonists of human mu-delta opioid receptor heterodimerization. cells, OPRM1-OPRD1 heterodimerization, luminescence. activation, % at 9.3 µM. P35372+P41143. AID 504326. 340,000 tested, 0.3% active; in the data active = activation above about 18%;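 also: 0% = vehicle-treated cells and 100% = reference agonist; values of inactives mirror those of a sister screen read the other way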
OPRM1-OPRD1 inv – mu-delta opioid heterodimer inverse agonism; cell-based MOR-DOR heterodimer luminescence; 340,000 tested, 0.21% active; inhibition, % at 9.3 µM; in the data active = inhibition above about 22%, passing the limit was not always enough;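 also: 0% = cells with DMSO and 100% = wells without cells with DMSO; values of inactives mirror those of a sister screen read the other way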
Tat export inh – blocks Tat-dependent protein export in E. coli; 340,000 tested, 0.036% active; inhibition, % at 10 µM; E. coli MC4100 TorA-mCherry Tat export, fluorescence; AID 488895;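 active = mean replicate inhibition at least 50% and at least half of replicates individually reaching 50%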;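 also: exported cargo escapes ClpAP degradation while cytoplasmic cargo is degraded and loses fluorescence; 0% = median of neutral control wells and 100% = median of NaSCN control wells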
PKA-R1A act – activates the PKA-R1A holoenzyme complex; PKA-R1A dissociation, Cy5-IP20 fluorescence polarization; scaled: DMSO 0%, 113 µM cGMP 100%; activation, % at 11.4 µM; 340,000 tested, 0.083% active;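 active = percent activation above the mean of all tested compounds plus 3 SD, cut at about 19% in these data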;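 also: higher means more PKAc released from R1A so a rise in polarization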
HTR5A inv ag – counter-screen for OPRM1-OPRD1 inverse agonists: human HTR5A inverse agonism; P47898; HTR5A cell line, luminescence; inhibition, % at 9.3 µM; 340,000 tested, 0.083% active; AID 504634; in the data active = inhibition mostly above about 23%, no sharp cut-off; inactive = mostly below about 18%;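 also: 0% = cells with DMSO and 100% = no-cell wells with DMSO; some compounds called inactive have numbers as strong as hits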
Target sequence (P47898 whole entry, looked up): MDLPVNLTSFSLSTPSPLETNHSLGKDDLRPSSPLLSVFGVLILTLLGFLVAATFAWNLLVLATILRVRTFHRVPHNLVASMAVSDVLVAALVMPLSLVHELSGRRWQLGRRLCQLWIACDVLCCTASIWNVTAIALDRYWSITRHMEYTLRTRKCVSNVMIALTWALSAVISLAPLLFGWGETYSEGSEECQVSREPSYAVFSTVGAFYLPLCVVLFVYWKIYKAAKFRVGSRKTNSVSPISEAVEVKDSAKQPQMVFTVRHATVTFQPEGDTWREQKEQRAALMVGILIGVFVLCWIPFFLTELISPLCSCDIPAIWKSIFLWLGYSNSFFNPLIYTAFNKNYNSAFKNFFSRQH
AddAB inh – less growth of phage-infected E. coli with AddAB | 330,000 tested, 0.29% active | E. coli expressing H. pylori AddAB, absorbance growth | inhibition, % at 11.9 µM | AID 435030; in the data active = inhibition above about 12%;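 also: 0% = vehicle wells of infected cells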
phage Ecoli inh – E. coli growth loss with phage present | growth absorbance | inhibition, % at 11.9 µM | 360,000 tested, 0.26% active | AID 651602; in the data active = inhibition above about 11%
* marks the source's active call; other numbers are inactive results; x = no result given. Compounds as they come; any-hit rate near 2.2%.

SMILES	SUMO Mot1 rescue	E coli growth	PKA-R2B act	PfHsp90 set2	MOR-DOR ag	OPRM1-OPRD1 inv	Tat export inh	PKA-R1A act	HTR5A inv ag	AddAB inh	phage Ecoli inh
CCCCc1nnc(SCc2ccc(OCC)cc2)n1N	-9.3	-0.8	-6.8	-100.2	-1.3	8.3	-4.0	5.6	-11.1	0.4	2.9
O=C(NCC(=O)N(Cc1cccs1)C(C(=O)NC1CCCCC1)c1ccco1)c1cccs1 (stereo not given)	-0.3	0.5	-8.4	6.9	-1.7	9.1	7.0	-13.4	-25.0	-0.7	0.5
O=C(CN1C(=O)S/C(=C/c2cc(Br)cs2)C1=O)N1CCOCC1	-7.6	-0.1	2.6	9.1	-0.2	1.3	-3.3	-8.6	1.1	1.3	2.1
CCCc1nc(SC2CCCC2)c2c(=O)n(C)c(=O)n(C)c2n1	13.6	1.0	3.5	-39.5	-1.1	6.2	-0.5	-5.2	-17.3	0.5	2.1
O=C(Nc1ccccc1)c1ccc(OC(=O)c2ccccc2)cc1	1.4	-1.4	-0.6	-0.4	3.8	-19.0	0.0	10.4	-2.4	2.2	3.5
Cc1ccc(C(=O)OCC(=O)NNC(=O)c2cccs2)c(O)c1	12.8	1.1	9.3	18.2	0.2	-1.6	4.0	-10.7	0.5	1.9	2.4
COc1ccc(C(=O)OCC(=O)NC(=O)NC2CCCC2)c(O)c1	0.3	0.2	-5.0	-24.1	3.3	-15.0	2.8	-6.0	5.3	0.5	2.0
CCCn1nnnc1NCc1ccc(Cl)cc1Cl	23.8	-0.2	-1.1	x	-1.2	6.0	-7.7	-16.5	-0.1	-1.4	2.5
COc1ccc(S(=O)(=O)N2CCN(C(=O)CC3CC4CCC3C4)CC2)cc1 (stereo not given)	-28.0	-0.9	-4.8	-28.1	0.4	-1.7	-8.9	-6.9	-15.6	3.9	-1.6
O=C(c1cc2ccccc2oc1=O)N1CCN(S(=O)(=O)c2ccccc2)CC1	-11.6	1.2	5.6	2.2	-2.2	11.2	-2.0	2.9	-13.7	-2.1	0.7
COc1cccc(N2CCN(S(=O)(=O)c3cc4c(cc3C)N(C)CCO4)CC2)c1	-10.5	4.1	-10.6	-5.2	-1.5	8.0	1.1	-18.8	-30.2	6.2	1.1
O=C(CSc1ccc(Br)cc1)N1CCN(S(=O)(=O)c2ccccc2)CC1	8.9	0.6	-9.4	0.3	0.1	-0.4	8.6	-10.4	6.8	-0.9	-1.4
Cc1cc(C)cc(NC(=O)c2ccc(NC3=NC4CS(=O)(=O)CC4S3)cc2)c1 (stereo not given)	-13.7	-0.6	-6.9	-21.1	-1.1	5.9	-2.6	4.7	4.9	5.2	2.8
Cc1cc(NC(=O)CSc2nc(N)c(NC(=O)c3ccc(F)c(F)c3)c(=O)[nH]2)no1	-2.4	0.2	-7.9	4.1	-2.3	11.9	3.8	-2.0	9.4	0.1	1.3
Cc1ccc(NCCC#N)cc1C	15.2	-2.5	14.3	2.7	-0.4	1.9	9.0	-7.5	-15.5	-0.2	0.6
CN(c1ccccc1)S(=O)(=O)c1cccc(NC(=O)c2ccc3ncsc3c2)c1	-3.9	2.0	-3.0	-0.1	3.5	-18.3	5.5	-4.7	-5.8	0.3	2.1
COc1ccc(C(=O)N2CCOC2CNC(=O)C(=O)NCCc2ccccc2OC)cc1 (stereo not given)	-2.6	2.3	-0.8	-0.3	-3.9	21.0	4.5	16.4	18.6	0.1	-0.2
CCCCNc1nc2ccccc2n1CC(=O)Nc1c(C)cccc1CC	-9.5	-1.0	6.4	26.3	x	x	5.9	-11.7	x	4.3	0.8
CCCn1c(N)c(N(CCOC)C(=O)CSCC(=O)Nc2cccc(C)c2)c(=O)[nH]c1=O	0.1	0.1	0.3	x	-1.3	8.1	-5.4	3.1	-9.3	-2.6	1.7
COc1ccc2c(CC(=O)N[C@@H](Cc3ccccc3)C(=O)O)cc(=O)oc2c1	-0.4	-1.1	6.8	7.5	-2.2	9.7	-6.1	-1.6	-4.1	-1.7	0.9
N#C/C(=C/c1ccc(Br)o1)C(N)=O	922.4	2.3	6.8	-7.0	-0.2	1.0	-5.4	-6.2	-1.2	3.7	2.1
CNS(=O)(=O)c1cc(-c2nnc(N3CCOCC3)c3ccccc23)ccc1C	-17.6	0.7	-4.1	6.3	-2.8	13.8	5.4	-11.9	-44.1	0.9	1.9
Cc1nc(N2CCCCC2)c(C#N)c(C)c1[N+](=O)[O-]	7.0	1.3	1.4	-10.6	6.3	-33.2	13.2	-0.8	-21.0	3.5	2.0
COc1cccc(CNC(=O)CCC(=O)n2ncc3cc(C)ccc32)c1OC	282.1	1.6	-3.9	-54.1	0.2	-1.2	2.9	-7.4	-21.3	-3.4	4.8
CC(=O)c1cccc(NC(=O)CSC(=O)c2ccccc2)c1	-7.0	-0.4	-1.9	x	-2.8	14.6	-5.4	-7.4	-15.3	1.0	2.2
NS(=O)(=O)c1ccc(CCNC(=O)c2cc(-c3ccco3)nc3ccccc23)cc1	-4.7	-1.2	-12.7	26.9	-2.2	8.4	0.6	-4.4	8.2	-0.9	0.2
COc1ccccc1CN(C)CC(=O)Nc1cccc(S(=O)(=O)N2CCCCC2)c1	x	x	6.5	x	1.5	-7.7	-8.7	1.0	10.7	x	0.5
CCN1CCN(CC(=O)Nc2ccc(Cl)c(Cl)c2)C(=O)C1=O	-8.4	-0.9	-1.5	-10.1	-1.8	10.6	-4.0	-13.0	-9.4	0.4	3.1
Cc1cccc(-c2cc3nc4c(c(NCc5ccco5)n3n2)CCCC4)c1	19.6	-1.9	-9.1	9.7	3.1	-18.2	4.7	-4.2	7.8	-1.3	1.6
Cc1ccc(-c2nnc(CSc3nnc(COc4ccccc4)n3-c3ccc(C)cc3)o2)cc1	2.4	-2.2	6.0	-4.2	2.5	-14.4	18.4	0.1	-20.7	-0.6	0.8

Part of the list above, with two lines to a compound.
The line under a structure holds: SUMO Mot1 rescue, E coli growth, PKA-R2B act, PfHsp90 set2, MOR-DOR ag, OPRM1-OPRD1 inv, Tat export inh, PKA-R1A act, HTR5A inv ag, AddAB inh, phage Ecoli inh
- Cc1cccc(-c2cc3nc4c(c(NCc5ccco5)n3n2)CCCC4)c1
  19.6, -1.9, -9.1, 9.7, 3.1, -18.2, 4.7, -4.2, 7.8, -1.3, 1.6
- Cc1ccc(-c2nnc(CSc3nnc(COc4ccccc4)n3-c3ccc(C)cc3)o2)cc1
  2.4, -2.2, 6.0, -4.2, 2.5, -14.4, 18.4, 0.1, -20.7, -0.6, 0.8

Carrying on.
SMILES	SUMO Mot1 rescue	E coli growth	PKA-R2B act	PfHsp90 set2	MOR-DOR ag	OPRM1-OPRD1 inv	Tat export inh	PKA-R1A act	HTR5A inv ag	AddAB inh	phage Ecoli inh
CCCCN(C)C/C(O)=C(\C#N)c1nc(-c2ccccc2)cs1	6.1	0.4	-13.7	2.8	-5.2	22.5	0.6	-13.9	1.8	-0.8	0.6
Cc1cccn2c(CN3CCNC(=O)CC3)c(C(=O)N(C)CCc3ccccc3)nc12	-6.3	-4.7	4.4	15.7	2.3	-10.3	1.0	0.2	15.2	0.4	3.0
NC(=O)NC1CCCc2c1[nH]c1ccc(Cl)cc21 (stereo not given)	172.6	-2.4	-0.2	8.5	-1.1	6.2	-7.8	-0.8	-8.1	-0.8	2.8
Cc1ccc(NC(=O)c2cc(C)nc3ccccc23)c(Br)c1	-1.8	1.5	-7.0	3.1	-0.4	2.2	4.9	3.0	14.1	5.2	4.7
COc1cccc(CNC(=O)COC(=O)c2ccc(C(=O)c3ccccc3)cc2)c1	x	-2.6	-16.3	x	1.1	-4.5	2.2	-18.3	6.6	2.5	3.8
OCC(CO)(CO)n1cnnn1	-7.3	-1.3	-6.1	-2.2	0.5	-2.8	7.9	-13.3	-4.3	-1.5	0.2
O=C(C[n+]1ccc(C(=O)NCc2ccccc2)cc1)c1ccc2c(c1)OCCO2	2.8	-1.6	2.5	7.3	0.0	-0.2	12.5	-4.9	7.4	-0.5	-0.6
O=C(CC1SC(N2CCOCC2)=NC1=O)Nc1ccc(Cl)cc1 (stereo not given)	x	x	3.4	x	-3.6	18.5	-7.1	-2.4	-10.5	x	1.2
CCOC(=O)C1(Cc2cccc(OC)c2)CCCN(C(=O)c2cc(C)on2)C1 (stereo not given)	-27.5	2.7	2.7	-11.5	-1.2	6.7	-4.5	-3.0	1.2	2.7	2.0
Cc1ccc(NC(=O)C(C)SCC(=O)Nc2ccc(F)cc2)cc1S(=O)(=O)N1CCOCC1 (stereo not given)	8.3	-0.7	-2.4	17.4	-0.6	3.9	1.4	-1.3	1.1	-0.2	1.8
CCCCn1nnnc1SCC(=O)NCc1ccco1	-12.6	-1.4	2.7	-26.3	-1.9	11.3	1.1	1.3	-2.4	2.7	3.0
CCN(CC)S(=O)(=O)c1ccc(NC(=O)c2cc(C(=O)OC)cc([N+](=O)[O-])c2)cc1	-3.7	-1.5	-9.1	-29.2	1.5	-8.9	3.0	-8.3	2.6	0.9	5.0
O=[N+]([O-])c1ccc(N2CCOCC2)nc1	7.7	-1.6	-9.8	12.9	-1.3	7.5	-3.6	-14.6	-13.9	-0.4	0.1
COCOc1ccc(C=O)c(OCOC)c1	10.9	1.7	-1.6	x	-0.8	4.4	-0.2	-12.1	-70.8	1.3	2.3
CCOC(=O)C1=C(C)N=C2SCCC(=O)N2C1c1sccc1C (stereo not given)	11.6	-2.1	6.4	-22.6	-2.6	14.8	-6.4	7.3	4.4	1.6	1.6
NC(=O)C1CCN(C(=O)COCc2cc(-c3ccc4c(c3)OCO4)on2)CC1	97.7	0.8	-8.3	14.0	-0.2	1.1	10.4	-7.8	10.0	6.8	-3.0
C=CCNC(=S)N/N=C/c1ccc(-c2ccc(Cl)cc2Cl)o1	3.4	-1.7	1.9	-8.1	7.3	-37.8	-3.8	-0.8	14.3	-0.9	-0.8
Cc1cc(C(=O)N(C)CC(=O)Nc2ccc(F)c(F)c2F)no1	-0.1	-1.2	-2.2	-14.8	-2.8	14.9	4.1	0.6	13.6	1.5	3.0
Cn1c(-n2c(-c3ccco3)nc3ccccc3c2=O)nc2ccccc21	1.7	1.0	-3.4	-43.5	-0.7	4.0	4.5	-4.8	-1.8	-0.3	-0.5
CSc1nnc(COc2ccc(C)cc2)n1N	3.0	0.4	-3.1	x	-4.3	21.8	0.2	13.0	-1.4	-0.2	1.0
Cc1cc(C)cc(C(=O)N2CCCCC2)c1	x	x	-5.5	23.3	-3.7	18.1	-11.7	2.6	4.9	x	0.7
Cc1cc(NC(=O)CSc2nc3ccccc3n2CC(=O)N2CCC(C)CC2)no1	-8.9	-1.7	0.4	23.4	x	x	-4.3	-0.1	x	0.3	0.9

2 entries picked at random from the list so far:
SMILES	SUMO Mot1 rescue	E coli growth	PKA-R2B act	PfHsp90 set2	MOR-DOR ag	OPRM1-OPRD1 inv	Tat export inh	PKA-R1A act	HTR5A inv ag	AddAB inh	phage Ecoli inh
CCN(CC)S(=O)(=O)c1ccc(NC(=O)c2cc(C(=O)OC)cc([N+](=O)[O-])c2)cc1	-3.7	-1.5	-9.1	-29.2	1.5	-8.9	3.0	-8.3	2.6	0.9	5.0
CSc1nnc(COc2ccc(C)cc2)n1N	3.0	0.4	-3.1	x	-4.3	21.8	0.2	13.0	-1.4	-0.2	1.0
